All columns: NCI-60 one-dose screen, growth in % after 48 h at 10 µM unless noted; 100 = growth as untreated, 0 = no growth, -100 = all killed.
TK-10 = TK-10 renal cancer cells; actives 3.9% (n = 81,000); AID 1794769
OVCAR-4 = OVCAR-4 ovarian cancer cells; AID 1794784; actives 3.7% (n = 80,000)
SK-OV-3 = SK-OV-3 ovarian cancer cells; actives 3.2% (n = 80,000); AID 1794785
OVCAR-5 = OVCAR-5 ovarian cancer. actives 2.9% (n = 82,000). AID 1794783
786-0 = 786-0 renal cancer cells; actives 5.1% (n = 81,000); AID 1794775
UO-31 = UO-31 renal cancer. actives 5.2% (n = 81,000)
SN12C = SN12C renal cancer cells | AID 1794767 | actives 3.8% (n = 81,000)
IGROV1 = IGROV1 ovarian cancer. actives 4.7% (n = 79,000)
* marks the source's active call; other numbers are inactive results; . = not tested or not shown; & = joins results of further samples. How the source made its calls: active means growth percent below 10; inactive means the rest.

SMILES	TK-10	OVCAR-4	SK-OV-3	OVCAR-5	786-0	UO-31	SN12C	IGROV1
Nc1nc2ncc(N[C@@H](Cc3ccccc3)C(=O)O)nc2c(=O)[nH]1	104	103	97	107	101	83	107	108
COc1ccc(CNc2ccc(NC(=O)c3cc(OC)cc(OC)c3)cn2)cc1	85	97	88	90	89	87	97	103
O=C(Nc1ccc(C2=NCCN2)cc1)c1ccc(C(=O)Nc2ccc(C3=NCCN3)cc2)cc1	129&110	105&115	86	97&96	106&65	101&108	105&83	108
CCOc1ccc(NC(=O)CC2Sc3ccccc3NC2=O)cc1 (stereo not given)	128	94	91	103	107	71	105	87
C=CCNc1ccccc1	96	94	101	106	.	.	94	115
O=C(O)CC1S/C(=N/N=C/c2nc3ccccc3s2)NC1=O (stereo not given)	104	82	122	123	81	53	101	103
O=C(O)C1C(c2ccccc2)=C1c1ccc(Br)cc1 (stereo not given)	111	98	105	98	95	83	97	98
COc1ccc(-c2nc3ccccn3c2-c2nnc(-c3ccc(F)cc3)o2)cc1	105	108	101	98	101	88	101	128
CS(=O)(=O)c1ccc(-c2nc3cc(Cl)ccc3n2CC(=O)N/N=C/c2ccccc2)cc1	108	91	75	84	97	79	97	76
O=C(CSc1nc2ccccc2c(=O)n1-c1ccccc1)Nc1cccc(C(=O)/C=C/c2cccc(O[N+](=O)[O-])c2)c1	109	100	109	114	102	88	106	107
CC(=O)O[C@@H]1C(=O)N(c2cnccn2)[C@H]1c1ccccc1[N+](=O)[O-]	79	67	33	27	15	28	16	14
COc1ccc(SCCCN2CCOCC2)cc1	104	105	85	101	98	86	.	.
CC(C)(C)Nc1nc2ccc(OC/C(=C/F)CN)cc2o1	110	100	101	106	102	96	105	107
COC1OC(CO)C(O)C(O)C1O (stereo not given)	102&124&96	108&102&108&112	102&100&80&98	115&108&104&112	102&104&96&104	91&107&96&94	100&108&108&101	106&136&106&104
FC(F)(F)c1cc(-c2cncnc2NC2CCCCCC2)cc(C(F)(F)F)c1	97	90	94	94	87	57	81	99
Cc1cc(-c2ccc(N=Nc3c(S(=O)(=O)O)cc4cc(S(=O)(=O)O)cc(O)c4c3O)c(C)c2)ccc1N=Nc1c(S(=O)(=O)O)cc2cc(S(=O)(=O)O)cc(O)c2c1O	115	103	89	99	113	74	116	81
COCCc1n(Cc2ccc3ccccc3c2)c2ccccc2[n+]1Cc1ccc2ccccc2c1	-81*	-4.4*	-15*	-2.9*	-94*	-19*	-68*	-63*
CCCCCCC(C(=O)OCC)C(=O)OCC	101	104	100	105	104	89	103	108
O=C1C2C3C=CC(O3)C2C(=O)N1Cc1ccncc1 (stereo not given)	97	119	99	107	98	83	98	98
CC/C=C(\C)C(CCC)(CN=O)C(=O)OCC (stereo not given)	103	110	100	113	104	90	108	118

One compound at a time, from the list above. Values in the order: TK-10 | OVCAR-4 | SK-OV-3 | OVCAR-5 | 786-0 | UO-31 | SN12C | IGROV1
CC(=O)O[C@@H]1C(=O)N(c2cnccn2)[C@H]1c1ccccc1[N+](=O)[O-] across the screens: 79 | 67 | 33 | 27 | 15 | 28 | 16 | 14
CC(C)(C)Nc1nc2ccc(OC/C(=C/F)CN)cc2o1 across the screens: 110 | 100 | 101 | 106 | 102 | 96 | 105 | 107
CCCCCCC(C(=O)OCC)C(=O)OCC across the screens: 101 | 104 | 100 | 105 | 104 | 89 | 103 | 108
COC1OC(CO)C(O)C(O)C1O (stereo not given) across the screens: 102&124&96 | 108&102&108&112 | 102&100&80&98 | 115&108&104&112 | 102&104&96&104 | 91&107&96&94 | 100&108&108&101 | 106&136&106&104
CC/C=C(\C)C(CCC)(CN=O)C(=O)OCC (stereo not given) across the screens: 103 | 110 | 100 | 113 | 104 | 90 | 108 | 118

Remaining list, next part
SMILES	TK-10	OVCAR-4	SK-OV-3	OVCAR-5	786-0	UO-31	SN12C	IGROV1
Cn1cc(-c2nonc2-c2c[nH]c3ccc(Br)cc23)c2cccnc21	100	79	84	92	97	60	84	50
COc1nc2c(c(=O)[nH]1)C(c1ccc(F)cc1)C=C(C(=O)O)N2 (stereo not given)	107	103	112	102	101	111	110	116
Clc1ccc(-c2nc(N3CCOCC3)c3c4c(sc3n2)CCCC4)cc1	93	106	90	98	91	90	94	109
O=C(O)c1cc2cccc(S(=O)(=O)O)c2cc1O	97	111	103	119	101	100	108	112
CC12CC[C@@H]3[C@]4(C)COC(c5ccccc5Cl)O[C@@H]4CC[C@@]3(C)[C@@H]1CC(C1=CCOC1=O)O2 (stereo not given in full)	76	39	85	106	85	55	93	95
COc1ccc(C(CCc2ccccc2)OC(C)=O)cc1 (stereo not given)	.	92	108	109	93	89	99	95
O=C(CSc1nc2ccc([N+](=O)[O-])cc2[nH]1)Nc1ccc(Br)cc1	95	34	45	86	48	41	46	64
Cn1nc(NC(=O)C(F)(F)F)c2nccnc21	105	105	102	103	112	67	97	98
CC1(C)C(=O)NC(=O)C1(C)C	115	106	114	108	100	96	100	114
COc1ccc(/C=N/Nc2nc(N/N=C/c3ccc(OC)cc3O)nc(N3CCCCC3)n2)c(O)c1	57	30	61	59	45	27	50	39
COc1cc(NC(=O)Nc2cccc(Cn3c(=O)[nH]c4ccc(Oc5ncccn5)cc4c3=O)c2)cc(OC)c1	130	98	89	80	84	83	91	95
CN(C)c1ccc(/C=C(\C#N)C(=O)O)cc1	95	131	105	111	89	88	98	112
COC(=O)[C@@H](Cc1c[nH]c2ccccc12)NC(=O)CCCCOc1cc(O)c2c(=O)cc(-c3ccccc3)oc2c1	132	80	98	104	97	69	95	88
CCC(=O)NCCc1ccccc1	100	110	105	103	100	100	104	113
CC(=O)/C(=C\c1ccc(Cl)c(Cl)c1)C(=O)CCN(C)C	122	99	104	101	104	99	99	110
Cc1cc(-c2ccc(N=Nc3ccc4c(S(=O)(=O)O)cc(S(=O)(=O)O)c(N)c4c3O)c(C)c2)ccc1N=Nc1ccc2c(S(=O)(=O)O)cc(S(=O)(=O)O)c(N)c2c1O	112	.	102	90	101	74	99	78
CCn1c(-c2ccc3nc(-c4ccc(Cl)cc4)[nH]c3c2)n[nH]c1=S	152	99	105	109	100	83	100	100
O=C(O)CNC(=O)Nc1ccccc1Cl	104	111	124	93	90	64	111	101
Cc1cc(N/C=c2\sc3ncnn3c2=O)no1	109	106	105	108	100	91	95	94
Nc1nc2c(s1)CCc1ccn(S(=O)(=O)c3ccccc3)c1-2	91	109	94	118	91	69	102	96

Next part, starting with the last 5 of the part before.
SMILES	TK-10	OVCAR-4	SK-OV-3	OVCAR-5	786-0	UO-31	SN12C	IGROV1
Cc1cc(-c2ccc(N=Nc3ccc4c(S(=O)(=O)O)cc(S(=O)(=O)O)c(N)c4c3O)c(C)c2)ccc1N=Nc1ccc2c(S(=O)(=O)O)cc(S(=O)(=O)O)c(N)c2c1O	112	.	102	90	101	74	99	78
CCn1c(-c2ccc3nc(-c4ccc(Cl)cc4)[nH]c3c2)n[nH]c1=S	152	99	105	109	100	83	100	100
O=C(O)CNC(=O)Nc1ccccc1Cl	104	111	124	93	90	64	111	101
Cc1cc(N/C=c2\sc3ncnn3c2=O)no1	109	106	105	108	100	91	95	94
Nc1nc2c(s1)CCc1ccn(S(=O)(=O)c3ccccc3)c1-2	91	109	94	118	91	69	102	96
O=C(N/N=C/c1ccc2c(c1)CCC2)c1cc2ccccc2cc1O	104	.	78	90	97	63	83	67
CCn1c(=O)c(/C=N/Nc2nc(-c3ccccc3)cs2)c(O)c2ccccc21	127	103	101	105	.	91	100	102
CCOC(=O)N1CC(C)N(CC(O)CN2CCOCC2)CC1C (stereo not given)	112&121	117	97&110	95&102	108&108	97&112	106&106	114&131
CCOC(=O)C(CC)(C(=O)OCC)C(C)C	107	115	98	100	110	86	106	109
COc1cc(C2CC(c3cc(OC)c(OC)c(OC)c3)=NN2)ccc1O (stereo not given)	169	125	112	113	116	76	111	102
O=c1oc(-c2ccc(Cl)cc2[N+](=O)[O-])nc2ccccc12	115	100	107	103	104	90	100	104
Cc1ccc(N)c(C(=O)O)c1	123	113	102	106	108	83	94	102
CCCN1C2CCC1/C(=C\c1ccc(C)cc1)C1=C2[C@@H](c2ccc(C)cc2)C(C#N)=C(N)O1 (stereo not given in full)	101	89	97	91	93	77	93	87
NS(=O)(=O)c1ccc(N2N=C(c3ccc(Cl)cc3)CCC2=O)cc1	86	83	105	75	81	89	93	98
COc1cc(CNC(=O)C[C@H](C)CCC=C(C)C)ccc1OCc1cn(-c2cccc(Cl)c2)nn1	96	53	72	81	84	62	68	80
CCOC(=O)Oc1ccc(C)cc1	99	108	105	113	106	95	102	106
Cc1cc(C)c(C#N)c(OCCCCn2c(C)cc(C)c(C#N)c2=O)n1	95	99	97	82	94	66	100	93
Nc1nnc(-c2cc(=O)oc3ccc4ccccc4c23)s1	105	106	105	91	104	87	98	95
OCCNc1nc(Nc2ccc(C3=NN(c4cc(Cl)cc(Cl)c4)C(c4ccc(C(F)(F)F)cc4)C3)cc2)nc(N2CCOCC2)n1 (stereo not given)	114	64	.	95	43	72	75	93
C=CCNC(=S)Nc1cccc([N+](=O)[O-])c1	104	89	97	94	94	83	93	95
Cc1ccc(CN2C(=O)C3(NCCc4cc(O)ccc43)c3ccccc32)cc1 (stereo not given)	.	95	81	97	102	64	94	89
Cc1occc1-c1nnc(SCC(=O)Nc2ncc(Cc3ccccc3)s2)n1N1C(=O)CSC1=S	96	90	107	106	97	76	106	104
C=CCc1cc(OC)c(O)c(C(=O)OCC)c1	101	117	117	108	99	94	96	120
Cn1c2c(Cl)c(Cl)ccc2c2ccn3c(=O)c4ccccc4nc3c21	162	92	89	97	99	70	104	54
CCN(CC)Cc1cc(Nc2c3ccc(Cl)cc3nc3c(C)cccc23)ccc1O	-61*	-96*	-10*	-38*	-92*	-97*	.	-49*
CN(C)CC(O)COc1ccc(S(=O)(=O)c2ccc(OCC(O)CN(C)C)c(Cl)c2)cc1Cl (stereo not given)	94	99	93	92	86	80	88	90
Fc1ccccc1CNc1ccc(N2CCOCC2)cc1	97	102	127	101	108	92	96	99
COc1ccc(-c2nc3sc4cc(OC)ccc4n3c2-c2nc3c(C)c(C)ccc3[nH]2)cc1	131	91	106	94	107	93	89	118
O=C(Cn1cc(-c2ccc(F)cc2)nn1)Nc1ccc2c(ccn2Cc2ccccc2)c1	115	60	103	106	98	89	105	102
O=c1[nH]cc(O)c(=O)[nH]1	111	112	111	103	103	80	101	111
COc1ncnc2[nH]cc(CN3CCN(c4ccc(F)cc4)CC3)c12	90	115	104	102	103	94	102	102
CCOC(=O)C1(C)CCCC(C)C1=O (stereo not given)	176	103	104	94	109	88	95	110
O=C1CC2CCCC(C1)S2=O (stereo not given)	101	140	99	109	100	77	108	105
Nc1cc2ccccc2c(=O)n1NC(=O)c1ccccc1	127	99	93	107	105	58	100	90
COc1ccc(C(=O)C(NCCO)c2ccccc2)cc1 (stereo not given)	.	123	104	115	95	95	97	97
CS(=O)(=O)c1cccc(-c2c(-c3cccc(OCc4ccc(F)cc4)c3)nc3sccn23)c1	77	73	.	83	85	43	88	66
COc1cc(/C=N/NC(=O)CSc2nc3ccccc3c(=O)n2CCc2ccc(S(N)(=O)=O)cc2)ccc1O	106	94	112	107	100	85	98	113
Cc1cccc(Nc2nnc(SCC(=O)N3CCC(C)CC3)s2)c1	126	85	100	100	93	79	101	92
O=C(Cn1nnc2ccccc21)N/N=C/c1cc2ccccc2o1	100	103	97	105	102	80	100	97
CC(C)c1ccc(C2=C/C(=C\c3ccccc3)C(=O)N2CCc2ccc(S(N)(=O)=O)cc2)cc1	113	107	110	115	106	90	107	109
CSc1ccc2c(c1)N(CC(C)CN(C)C)c1ccccc1S2 (stereo not given)	48	91	88	81	64	68	86	77
O=C(CN1N=C(c2ccc(F)cc2)CCC1=O)Nc1nccs1	-96*	98	98	107	103	88	97	100
c1ccc(CN(CCN2CCOCC2)Cc2ccccc2)cc1	112	105	109	107	112	78	99	109
COc1cccc2c1CCC1=CC(=O)CCC12C (stereo not given)	107	109	101	109	101	76	99	105
CCNC(=S)Nc1ccc(S(=O)(=O)Nc2ccc(Cl)nn2)cc1	106	107	105	108	99	89	97	106

The final 2 records of the section before lead into the next:
SMILES	TK-10	OVCAR-4	SK-OV-3	OVCAR-5	786-0	UO-31	SN12C	IGROV1
COc1cccc2c1CCC1=CC(=O)CCC12C (stereo not given)	107	109	101	109	101	76	99	105
CCNC(=S)Nc1ccc(S(=O)(=O)Nc2ccc(Cl)nn2)cc1	106	107	105	108	99	89	97	106
CCCNC(=S)N/N=C(\C)c1ccccn1	47	15	29	49	20	-0.8*	32	9.3*
CCCCN(CCCC)C(=O)CC(C)=O	111	.	97	105	108	103	101	109
CS(=O)CC(=N\O)/C(CS(C)=O)=N\O (stereo not given)	106	103	103	103	99	85	98	109
CNC1=C([N+](=O)[O-])C(c2cc3ccc(Cl)cc3nc2Cl)C(C#N)=C(c2cccs2)O1 (stereo not given)	107	80	92	104	99	57	88	83
COc1cc(/C=C/c2nc(Nc3ccc(Cl)cc3)c3ccccc3n2)ccc1O	105	103	86	103	99	67	95	93
COc1cc(/C=C2\NC(=O)NC2=O)ccc1O	100	131	107	107	97	95	99	122
CCCCOc1ccc(S(=O)(=O)N2CCN(c3nccc(N4CCOCC4)n3)CC2)cc1	44	49	13	56	39	25	29	9.5*
Cc1ccc(NC(=O)NC(=O)CSc2nc3ccccc3nc2C)cc1	82	23	56	100	-16*	65	74	72
CN(C)c1ccc(C2CC(c3ccccc3)=NN2Cn2nnc3ccccc32)cc1 (stereo not given)	97	85	103	100	104	75	103	103
N#Cc1c(-c2ccc(F)cc2)nc(NCCO)[nH]c1=O	105	106	99	106	110	86	99	.
O=c1[nH]c(=S)c2ncn(-c3ccccc3)c2[nH]1	96	110	105	103	108	106	92	128
CC(=O)c1c(C)[nH]c2c1c(-c1ccc3c(c1)OCO3)nc1ccccc12	125	81	89	103	91	26	93	60
CCC(O)(CC)C(C(=O)O)c1ccccc1 (stereo not given)	97	100	104	91	102	92	96	104

Screening data as filed in PubChem.
